T cell HTS: modulators of CD8 T cell-vesicle binding, primary screen, mouse 2C CD8+ T cells, flow cytometry. 2C CD8+ T cell-vesicle binding; active compounds read low. actives 0.068% (n = 330,000). calls only at 7 µM;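 active = response, share of CD8 T cells binding vesicles, and their 90th percentile fluorescence all below set limits, cut at about 80% in these data, passing the limit was not always enough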
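material = purified 2C TCR transgenic mouse naive CD8+ T cells | controls = Unloaded micro-vesicles (low), QL9 vesicles with 0.7% DMSO (high) | detection = cytometric PE anti-B7-1 and Alexa647 anti-CD8 signals after 1% paraformaldehyde fixation | incubation = binding step 1.5 h, 37 °C, antibody labelling 20 min, ice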
Ins promoter up: insulin promoter activators in MIN6 cells, imaging, high-content screening, mouse beta cells; MIN6 insulin promoter-GFP reporter; active compounds read high; z-score at 5 µM; actives 0.3% (n = 190,000); AID 1625, 2009;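 active = z-score above 3 at 5 µM with at least 500 cells counted in the well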
human PMI inhibition: inhibitors of human PMI, primary screen, biochemical, fluorescence intensity, coupled assay (AID 1209); Mannose-6-phosphate isomerase (Homo sapiens); purified PMI enzyme, coupled fluorescence intensity; higher % means a stronger effect; one-dose inhibition, % at 20 µM; IC50 in µM for titrated hits; actives 0.42% (n = 190,000); in the data active = inhibition above about 50%;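 note: plate controls were DMSO vehicle for no effect and wells lacking substrate for full effect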
bCat nuc transl: modulators of beta-catenin nuclear translocation, primary screen, imaging, HeLa cells, immunofluorescence, high-content; actives 0.3% (n = 190,000); nuclear translocation activity, % at 5 µM;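 active = nuclear translocation activity above 50% at 5 µM, with a well cell count of 50 or more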;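 note: per-cell ratio of nuclear to cytoplasmic median beta-catenin stain intensity; plate controls were DMSO negative control for no effect and GSK-3 inhibitor IX positive control for full effect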
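Signal – beta-catenin immunofluorescence imaging with DAPI · Test system – human HeLa cell line · Dosing – 5 µM primary single dose, 0.1% DMSO, 0.02–20 µM confirmation series · Measure – % activation, nuclear-to-cytoplasmic median beta-catenin signal ratio per cell · Incubation – 24 h compound exposure at 37°C, 5% CO2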
TNAP activators: human TNAP enzyme activators, primary screen, biochemical, luminescent, no phosphate acceptor, uHTS (AID 1001). Alkaline phosphatase, tissue-nonspecific isozyme (Homo sapiens). purified TNAP, luminescent activation assay, no phosphate acceptor; higher activation fold means a stronger effect. activation fold at 20 µM; hits with a dose series show EC50 in µM. actives 0.03% (n = 200,000); in the data active = activation fold from about 3, or a potency from the dose series; inactive = the rest, 99 in 100 with activation fold below about 1.6; note: many of its hits are not listed in these tables
Dynein cargo inh: inhibitors of GR-EGFP nuclear translocation, primary screen, dynein cargo transport inhibitor project, imaging, high-content, 3617.4 mouse cells; test concentration mostly 20 µM; stimulated with dexamethasone, 1 µM; active compounds read low; z-score, hits read low; actives 0.47% (n = 220,000); AID 1381, 2008;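 active = plate z-score of nuclear minus cytoplasmic receptor signal below a set negative limit, without overly bright fluorescence or cell loss, cut at about -3.5 in these data, passing the limit was not always enough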;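 note: z-score of nuclear minus cytoplasmic ring GR-EGFP intensity difference per well; some compounds called inactive have numbers as strong as hits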
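Schedule: 48 h induction, then 1 h compound, then 30 min agonist, 37 °C. Buffer or medium: tetracycline-free induction medium containing charcoal-stripped FBS. Reagent: 1.0 µM final dexamethasone stimulus. Evaluation: nuclear versus cytoplasmic GR-EGFP signal, averaged per well. Signal: high-content fluorescence imaging after fixation.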
Lipid droplet: inhibitors of hepatocyte lipid droplet formation, primary screen, imaging, high-throughput imaging, BODIPY stain. actives 0.4% (n = 240,000). AID 1656, 2009. AML12 mouse hepatocytes, oleate lipid droplets. inhibition, % at 6.5 µM;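 active = lipid droplet intensity inhibited by at least 50%, with more than 500 cells counted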
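Assay system: AML12 mouse liver cells | Compound dosing: One dose, 6.5 µM compound | Read-out basis: Droplet intensity reduction, % inhibition | Measured by: Fluorescence imaging, 20x objective, two fields per well | Schedule: Overnight treatment with compound plus oleate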
Myeloid diff MLP: induction of myeloid progenitor differentiation, primary screen, cell-based, flow cytometry, MLPCN library; actives 1% (n = 360,000); calls only at 10 µM; ER-HoxA9 myeloid progenitors, lysozyme-GFP differentiation;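 active = normalized GFP-positive differentiation at or above the plate's own cutoff, the solvent-only control mean plus 3 SD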;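 note: cells exposed to compound for four days before flow analysis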
MT stabilizer: microtubule stabilizers in HeLa cells, primary screen, imaging, high-content imaging; % tubulin-high responders, % at 10 µM; HeLa tubulin immunostaining HCS, 24 h; share of cells brighter than vehicle mean+2SD; AID 2205, 2009; actives 0.83% (n = 200,000);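 active = plate Z-score above 3 for both tubulin-high and condensed-nucleus cell shares, with cell loss under 80%, at 10 µM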;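 note: anti alpha tubulin signal scored within the nucleus-defined area of each cell; some results filed as inactive read as strong as hits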
Dynein cargo inh cytoplasmic EGFP: recorded beside Dynein cargo inh, whose call it bears; z-score; measured here: cytoplasmic GR-EGFP intensity; active compounds read high
Dynein cargo inh nuclear GR-EGFP: recorded beside Dynein cargo inh, whose call it bears; z-score; measured here: nuclear GR-EGFP intensity;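 lower value marks the stronger effect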
Dynein cargo inh cell count: second read-out of Dynein cargo inh, no call of its own (marks repeat the call); z-score; measured here: cell count per field
Ins promoter up cell count: also measured in Ins promoter up; calls as there; cell count; measured here: cytotoxicity, nuclei count;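 total cells summed across four imaged fields per well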
Lipid droplet cells 6.5 µM: further read-out of Lipid droplet, marked with its call; cell count; measured here: cell count, cytotoxicity flag;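 cells counted across two imaged fields per well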
bCat nuc transl cell count 5 µM: second read-out of bCat nuc transl, no call of its own (marks repeat the call); cell count; measured here: cell count, cytotoxicity flag
T cell HTS vesicle-bound %: second read-out of T cell HTS, no call of its own (marks repeat the call); double positive events, %; measured here: CD8+ vesicle-bound cell fraction;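 binding gate set so that unloaded-vesicle control wells show 10% double positive cells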
MT stabilizer Hoechst-high %: also measured in MT stabilizer; calls as there; % Hoechst-high responders; measured here: nuclear condensation Hoechst responders;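 share of cells brighter than vehicle mean plus two SD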
MT stabilizer cytotoxicity %: also measured in MT stabilizer; calls as there; toxicity, %; measured here: cytotoxicity by cell density;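 0% = mean cell density of plate MIN control wells and 100% = no cells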
Myeloid diff MLP GFP+ MAC1+ %: recorded beside Myeloid diff MLP, whose call it bears; GFP+ MAC1+ double positive, %; measured here: differentiation confirmed by MAC1 staining
Starred values were filed as active, the others as inactive; i = inactive; nt = no result given.

SMILES	T cell HTS	T cell HTS vesicle-bound %	Ins promoter up	Ins promoter up cell count	human PMI inhibition	bCat nuc transl	bCat nuc transl cell count 5 µM	TNAP activators	Dynein cargo inh	Dynein cargo inh cytoplasmic EGFP	Dynein cargo inh nuclear GR-EGFP	Dynein cargo inh cell count	Lipid droplet	Lipid droplet cells 6.5 µM	Myeloid diff MLP	Myeloid diff MLP GFP+ MAC1+ %	MT stabilizer	MT stabilizer Hoechst-high %	MT stabilizer cytotoxicity %
CC(=O)N(C(C)=O)S(=O)(=O)c1ccc(N=NN2CCOCC2)cc1	i	40	0.49	1370	-17%	4.5	1325	1.1	0.18	-0.24	0.23	-0.34	-19	436	i	0.3	1.9	1.9	6.6
COc1ccc(/C=N/NC(=O)CSCC(=O)Nc2ccccc2)cc1	i	32	-0.33	1326	nt	-0.8	1324	nt	0.25	-0.16	0.012	0.13	nt	nt	i	0.5	nt	nt	nt
O=C(NCc1ccc(F)cc1)c1cnc(-c2ccccn2)nc1C(F)(F)F	i	10	0.52	1000	5%	nt	nt	1.1	0.89	-0.2	0.56	-1.1	nt	nt	i	1.6	0.6	0.9	5.2
O=C(NNc1cc(Cl)cc(Cl)c1)c1c(F)cccc1Cl	i	30	-0.06	1033	nt	-0.1	1306	nt	-0.12	-0.28	0.85	-0.21	20	697	i	0.4	nt	nt	nt
CC(C)NS(=O)(=O)c1ccc(OCC(=O)NCc2ccco2)cc1	i	39	0.05	1363	7%	0.1	1458	1.1	0.28	-0.3	-0.38	0.31	-4	719	i	0.2	1.3	1.2	0.2
COC(=O)c1cc2ccccn2c2c(C(=O)OC)c(C(=O)OC)cc1-2	i	16	0.52	1060	6%	nt	nt	1	-0.23	-0.24	0.094	0.78	nt	nt	i	0.8	2.3	1.5	9.6
Cc1cc(Cl)ccc1NC(=O)CSc1nnc(Cc2cccs2)n1Cc1ccco1	i	31	-0.22	1818	4%	-0.7	1057	1.1	-1.4	-0.11	-0.48	0.049	-23	598	i	0.6	2.8	1.7	4.5
CCN(CC)C1=NS(=O)(=O)c2cc([N+](=O)[O-])ccc21	i	56	-0.22	1087	-29%	-1.6	1088	1.1	2	-0.2	1.4	-2	0	685	i	0.1	4.6	2.3	6.7
CCOC(=O)c1ccc2nc(C)c(CCC(C)=O)c(Cl)c2c1	i	40	nt	nt	7%	nt	nt	1	-1.3	0.034	-0.78	-1.2	nt	nt	i	1.1	4.3	0.6	4.1
CCn1cc(C(=O)Nc2ccc(C)cc2C)c(=O)c2ccc(C)nc21	i	28	-0.03	1068	nt	0.8	1572	1.1	-0.7	-0.2	-0.49	0.21	-21	649	nt	nt	1.1	3.0	7.0
CCCC[N+](C)(C)CCC(=O)NC(C)(C)CS(=O)(=O)[O-]	i	42	2.3	1203	8%	-2.3	781	1	-0.73	-0.21	-0.18	1.5	nt	nt	i	0.9	2.7	1.5	8.2
COC(=O)c1sccc1NC(=O)Cn1nnc(-c2ccc(C)cc2)n1	i	48	0.19	1727	10%	2.7	881	1	0.39	-0.25	-0.5	0.88	-26	632	i	1.7	3.1	1.2	0.0
CC(C)CC(NC(=O)OC(C)(C)C)c1cn([C@@H](CCCCNC(=O)OC(C)(C)C)C(=O)N2CCN(C(=O)OC(C)(C)C)CC2)nn1 (stereo partly drawn)	nt	nt	-0.35	1190	3%	-1.0	1185	1.1	-0.36	-0.33	0.05	0.048	3	754	i	0.4	5.3	2.0	12
CCc1cc(C(=O)OC)c(N2C(=O)C3C4C=CC(C4)C3C2=O)s1 (stereo not drawn)	i	7	0.43	1240	6%	-0.2	1064	1.1	-0.45	-0.12	-0.39	1.1	8	699	i	0.9	3.8	1.3	4.1
Cc1cccn2c(=O)c(C=NCc3ccccc3)c(NCCO)nc12	i	47	0.2	1420	-1%	-1.2	1425	1.1	2.1	-0.15	1.4	-1.7	nt	nt	i	5.7	4.9	3.2	1.1
N=c1c2c(ncn1Cc1ccco1)Oc1cc(O)ccc1C2c1ccccc1 (stereo not drawn)	i	19	-0.14	1094	nt	0.7	1289	nt	-0.63	-0.24	-0.36	0.92	-30	724	i	0.9	nt	nt	nt
COc1ccccc1N(CC(=O)N1CCCCC1)S(=O)(=O)c1ccccc1	i	40	0.03	902	9%	-7.4	1207	1.1	-0.77	-0.2	-0.37	0.69	-9	715	i	4.9	1.2	0.6	3.1
O=c1c2ccccc2cnn1Cc1n[nH]c(=S)n1C1CC2CCC1C2 (stereo not drawn)	i	27	-0.61	1047	nt	-0.6	1389	nt	-0.38	-0.21	-0.22	0.72	28	715	i	0.6	nt	nt	nt
Cc1ccc(C(=O)NCC(=O)NCC(=O)OCC(=O)c2ccc(Br)cc2)cc1	i	43	0.14	1388	4%	-2.4	984	1.1	-0.047	-0.23	0.068	-0.35	0	666	i	0.0	3.7	2.8	8.6
CC(=O)N1CCN(c2ccc(Oc3ncnc4sccc34)cc2)CC1	i	10	0.13	963	2%	1.6	1146	1.2	-0.074	-0.37	-0.1	0.17	nt	nt	i	0.5	3.9	3.3	1.8
CC(=O)c1cccc(NC(=S)NNC(=O)c2ccco2)c1	i	43	0.73	1425	2%	-1.0	1554	2.5	0.62	-0.27	0.58	-0.19	-1	710	i	0.0	6.8	2.0	7.2
O=C(NCc1ccncc1)C(=O)NCC(c1ccco1)N1CCN(c2ccc(F)cc2)CC1 (stereo not drawn)	i	6	1.1	1388	14%	5.2	1040	1.1	0.73	-0.28	0.08	-0.34	15	475	i	0.7	1.5	2.0	5.9
CCOC(=O)CC(=O)CSc1ncnc2c1cnn2-c1ccccc1	i	55	-0.63	1248	4%	0.8	766	1.2	-0.14	-0.32	-0.046	0.11	nt	nt	i	0.6	7.5	6.9	0.1
CC(C)(C)C(=O)N1CCN(c2ccc([N+](=O)[O-])c(NCC3CCCO3)c2)CC1 (stereo not drawn)	i	14	-1.2	1211	16%	1.2	1385	0.9	-0.076	-0.15	0.41	0.21	nt	nt	i	1.4	3.0	2.3	5.5
CC(C)c1cc(C(=O)N/N=C/c2cccnc2)n[nH]1	i	14	0.34	1236	5%	-0.9	873	0.4	-0.52	-0.25	-0.32	0.53	7	613	i	0.3	2.2	3.1	4.6
O=C(O)CC(CC(=O)Nc1ccc(F)c(Cl)c1)c1ccc(Cl)cc1Cl (stereo not drawn)	i	30	-0.62	1403	nt	0.4	1288	nt	-0.84	-0.24	-0.51	0.51	nt	nt	i	0.5	nt	nt	nt
O=C(/C=C/c1ccccc1[N+](=O)[O-])NCCc1ccc(F)cc1	i	42	-0.13	1534	-16%	0.0	1009	1	0.031	-0.25	-0.019	0.37	12	657	i	0.4	1.9	1.5	15
Cc1ccn2c(CN3CCOCC3)c(-c3ccccc3)nc2c1	i	10	-0.2	1855	10%	-1.4	1074	1.1	-0.61	-0.24	-0.59	1	21	633	i	0.7	0.8	1.2	5.8
COCCNC(=O)CCc1c(C)nc2c(-c3ccc(F)cc3)c(C)nn2c1C	i	36	-0.47	875	0%	nt	nt	1.1	-0.44	-0.29	-0.26	0.8	nt	nt	i	2.2	2.4	3.9	7.2
O=C1c2ccccc2C(Nc2ccc(F)c(Cl)c2)N1Cc1ccco1 (stereo not drawn)	i	21	nt	nt	-1%	3.2	1119	1.1	-0.99	-0.14	-0.36	0.027	-25	465	i	0.4	2.6	1.4	7.2
CCC1=C(OC(=O)N(CC)CC)N2C(=O)OC(=NCC(=O)OC)[C@]2(C)[C@H]2C1=CC[C@H]1C(=O)N(C)C(=O)[C@H]12	i	7	-0.31	962	nt	0.1	1237	nt	-0.46	-0.72	-0.18	0.57	14	682	i	1.5	nt	nt	nt
CCN1C(=O)C(CC(=O)Nc2ccc(OC)cc2)N(CCc2ccc(F)cc2)C1=S (stereo not drawn)	i	54	-1.5	1554	21%	-1.7	1141	1.1	0.52	-0.27	0.96	0.18	9	722	i	0.2	5.3	2.8	6.5

For reference, part of the list above:
SMILES	T cell HTS	T cell HTS vesicle-bound %	Ins promoter up	Ins promoter up cell count	human PMI inhibition	bCat nuc transl	bCat nuc transl cell count 5 µM	TNAP activators	Dynein cargo inh	Dynein cargo inh cytoplasmic EGFP	Dynein cargo inh nuclear GR-EGFP	Dynein cargo inh cell count	Lipid droplet	Lipid droplet cells 6.5 µM	Myeloid diff MLP	Myeloid diff MLP GFP+ MAC1+ %	MT stabilizer	MT stabilizer Hoechst-high %	MT stabilizer cytotoxicity %
COc1ccc(/C=N/NC(=O)CSCC(=O)Nc2ccccc2)cc1	i	32	-0.33	1326	nt	-0.8	1324	nt	0.25	-0.16	0.012	0.13	nt	nt	i	0.5	nt	nt	nt
O=C(NCc1ccc(F)cc1)c1cnc(-c2ccccn2)nc1C(F)(F)F	i	10	0.52	1000	5%	nt	nt	1.1	0.89	-0.2	0.56	-1.1	nt	nt	i	1.6	0.6	0.9	5.2
